Assay outcomes as filed in PubChem.
Lipid storage S3 – qHTS Assay for Lipid Storage Modulators in Drosophila S3 Cells; hit rate 0.64% among 320,000; AID 2685; Potency in µM for hits, for the others lipid storage change, negative = inhibition, % at the top dose, mostly 46.1 µM; Drosophila S3 cells, BODIPY lipid droplet fluorescence, 18-24 h; cells fed with added oleic acid; active means well fitted inhibition curve with a large enough effect in the signal ratio, with a control signal flat, not every such curve was filed as active; inconclusive means small, poorly fitted or top-dose-only effect, or effect the other way, or a change in a side signal; the % refers to the signal ratio
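Drosophila S3 cells loaded with oleic acid (400 uM, as added) and compounds at several concentrations; lipid droplets imaged by 488-nm laser-scanning cytometry, 500–530 nm intensity and object ratio to cell channel. Percent activity normalized to 20 uM Triacsin C.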
Lipid storage S3 cell count max – further read-out of Lipid storage S3, marked with its call; cell number change, %; measured here: cell count max response;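 cells counted by Cell Tracker Red CMTPX staining in the red channel; peak over a dose series mostly up to 46.1 µM; percent activity relative to internal control wells on each plate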
* hit, by the source's call; i = inactive; ? = inconclusive; / = no result given. On the % scale 0 is the no-effect control and ±100 the full control effect; potency means the concentration at half of the fitted maximal effect.

A first look:
entry	SMILES	Lipid storage S3	Lipid storage S3 cell count max
1	CC1=C(C(=O)OC(C)C)C(c2ccccc2)NC(=S)N1C (stereo unspecified)	?	/
2	O=C1CCCC2=C1C(c1ccc(Cl)cc1)n1c(s/c(=C\c3ccc4ccncc4c3)c1=O)=N2 (stereo unspecified)	-13.2%	-0.4

This part in full, previewed entries included:
entry	SMILES	Lipid storage S3	Lipid storage S3 cell count max
1	CC1=C(C(=O)OC(C)C)C(c2ccccc2)NC(=S)N1C (stereo unspecified)	?	/
2	O=C1CCCC2=C1C(c1ccc(Cl)cc1)n1c(s/c(=C\c3ccc4ccncc4c3)c1=O)=N2 (stereo unspecified)	-13.2%	-0.4
3	CCCn1c(=N)n(CC(=O)C(C)(C)C)c2ccccc21	?	/
4	CC(=O)NC1(C2CCCCC2=O)CCCCC1 (stereo unspecified)	?	/
5	CC(=O)NC(Cc1c[nH]c2ccccc12)C(=O)Nc1ccc2c(c1)OCO2 (stereo unspecified)	15.4%	-1.5
6	CC1(C)CC(=O)C(C=NCCN2CCN(CC(=O)Nc3ccc(Cl)cc3)CC2)=C(O)C1	?	/
7	COc1ccc(NC(=O)Nc2nccs2)cc1	?	/
8	COc1ccc(C(=O)COC(=O)Cn2cnc3ccccc3c2=O)c(OC)c1	?	/
9	Cc1ccccc1OCC(=O)NCC(=O)OCC(=O)c1ccc([N+](=O)[O-])cc1	8.3%	6.7
10	CC(CC(=O)N1CCN(S(=O)(=O)c2ccc([N+](=O)[O-])cc2)CC1)c1ccccc1 (stereo unspecified)	14.3%	8.2
11	COC(=O)c1cc(S(=O)(=O)N2CCN(Cc3ccccc3)CC2)cn1C	5.1%	4.9
12	O=S(=O)(NCc1cc(-c2ccccc2Cl)no1)c1ccccc1	-1.3%	2.9
13	CCCOc1ccc(-c2nc(C#N)c(N3CCN(CC)CC3)o2)cc1	3.2%	-17.5
14	O=[N+]([O-])c1cc(CN2CCC(O)CC2)ccc1Cl	?	/
15	COc1cccc(/C=C2/NC(=O)NC2=O)c1OCC(=O)Nc1ccccc1	1.4%	7.5
16	C=CCNC(=O)c1ccccc1NC(=O)C1CC(=O)N(C(C)C)C1 (stereo unspecified)	11.3%	4.0
17	CC(=O)Nc1ccccc1C(=O)N1CC(C)OC(C)C1 (stereo unspecified)	?	/
18	Cc1cc(C)nc(N(C#N)S(=O)(=O)c2ccccc2Cl)n1	-2.9%	-15.7
19	O=[N+]([O-])c1ccc(/C=N/Nc2ccc3ccccc3c2)o1	?	/
20	COc1cc(S(=O)(=O)Nc2cccnc2)ccc1Cl	i	/
21	CC(=O)N/C(=C\c1ccccc1)C(=O)OCC(=O)NC(C)C12CC3CC(CC(C3)C1)C2 (stereo unspecified)	?	/
22	CCN=C1Cn2c(nc3scc(-c4ccccc4)c3c2=O)CN1CC	i	/
23	O=C(N/N=C/C(Cl)=C\c1ccccc1)c1cnccn1	?	/
24	Cc1cccc(COCC(Cc2ccccc2)N2CCN(C(=O)c3ccc(Cl)c(Cl)c3)CCC2=O)c1 (stereo unspecified)	?	/
25	C/C=C/Cn1c(N2CCCCCC2)nc2c1c(=O)[nH]c(=O)n2C	?	/
26	O=C1CC(N2CCN(S(=O)(=O)c3ccc(Cl)cc3)CC2)C(=O)N1CCc1ccccc1 (stereo unspecified)	-0.9%	10.4
27	CN(C)S(=O)(=O)c1ccc(SCC(=O)Nc2ccc3c(c2)OCCO3)nc1	?	/
28	CC(C)Oc1ccc(/C(O)=C2/C(=O)C(=O)N(Cc3cccnc3)C2c2ccco2)cc1 (stereo unspecified)	-14.1%	14.3
29	Cc1cc(C)c2cc(C(=O)N3CCC(C(=O)c4ccc(F)cc4)CC3)[nH]c2c1	4.8%	-11.7
30	CCOC(=O)N1CCC(N(CCN(C)C)C(=S)Nc2ccccc2OCC)CC1	?	/
31	COc1ccc2c(c1)c(N=NC(N)=S)c(O)n2CC(=O)c1ccccc1	?	/
32	O=C(NC1CCCCC1)c1c2c(nc3ccccc13)CCC2	1.7%	13.6
33	Cc1cc(-c2ccc(S(=O)(=O)Nc3ccc(C#N)cc3)s2)on1	-27.8%	-11.0
34	COc1ccc(OC)c(S(=O)(=O)N2CCN3CCCC3C2)c1 (stereo unspecified)	i	18.4
35	CCn1c(=O)[nH]c2cc(C(=O)N3CCN(c4ccccc4)CC3)ccc2c1=O	?	/
36	COc1ccc(/C=N/NC(=O)c2cc(C34CC5CC(CC(C5)C3)C4)[nH]n2)cc1OC	?	/
37	CCCCN1C(=S)NC[C@@H]1C(C)CC (stereo partly specified)	?	/
38	CCC(C)[C@@H]1NC(=O)N(CCCN2CCCC2=O)C1=O (stereo partly specified)	i	3.9
39	CC(C)(C)NC(=O)c1cccc(NC(=O)CSc2ccccc2)c1	?	/
40	CCC(CC)c1nnc(NC(=O)CS(=O)(=O)c2ccccc2)s1	?	/
41	COc1ccc(-c2nnc(NC(=O)c3ccc(F)cc3)o2)cc1	?	/
42	CC(C(=O)Nc1ccc(O)cc1)c1cccc(C(=O)c2ccccc2)c1 (stereo unspecified)	3.1%	-5.4
43	CCCC(=O)Oc1ccccc1C1SCc2cc(C)c(C)cc2CS1	?	/
44	Cc1noc(C)c1COC(=O)C1(c2cccc(F)c2)CCCC1	?	/
45	O=C1C(Cl)=C(N2CCCCC2)C(=O)N1Cc1ccccc1	12.9%	-0.5
46	CNC(=S)N1CCN(c2ccc(OC)cc2)CC1	0.4%	12.1
47	CCOc1ccccc1NC(=O)CSc1ccc([N+](=O)[O-])cc1	?	/
48	COc1ccc(C2NC(=O)c3ccccc3N2)cc1 (stereo unspecified)	?	/
49	COc1ccccc1NC(=O)c1nn(-c2cccc(C(F)(F)F)c2)ccc1=O	-16.1%	-9.8
50	CC(C)CC(NS(=O)(=O)c1ccccc1S(=O)(=O)NC(CC(C)C)C(=O)O)C(=O)O (stereo unspecified)	?	/
51	S=C(Nc1ccc(Br)cc1)NC1CCCC1	?	/
52	COc1ccc(C2C(C(=O)N3CCCC3)c3cc(OC)c(OC)cc3C(=O)N2C)cc1OC (stereo unspecified)	?	/
53	O=C1CCC(C(=O)N2CCCCO2)CN1Cc1ccc(Cl)cc1 (stereo unspecified)	i	/
54	CC(=O)N1CCc2c(sc3c2c(=O)n(-c2ccccc2)c(=O)n3CC(=O)NCC2CCCO2)C1 (stereo unspecified)	?	/
55	CC(NC(=O)COc1cccnc1[N+](=O)[O-])c1ccc(F)cc1 (stereo unspecified)	i	-17.5
56	CN(CC(=O)Nc1c(Cl)cccc1Cl)C(=O)Cn1[nH]c(=O)c2ccccc2c1=O	?	/
57	Cc1ccc(SCc2nnc(N)s2)cc1	-0.9%	0.7
58	Cc1cccc2[nH]c(SCC(=O)N3CCOCC3)nc12	14.3%	-4.1
59	CC(C)(C)S(=O)(=O)c1cnc2c(-c3ccc(Cl)cc3)cnn2c1N	-2.0%	-10.8
60	O=C(NCC1CCCO1)c1ccc(CS(=O)(=O)Cc2ccc(F)cc2)o1 (stereo unspecified)	-12.3%	-17.2

Further compounds:
entry	SMILES	Lipid storage S3	Lipid storage S3 cell count max
61	CCCCSc1nc(N)c(NC(=O)c2ccco2)c(=O)[nH]1	?	/
62	CC(=O)c1ccc(S(=O)(=O)Nc2ccc(N3CCOCC3)cc2)cc1	?	/
63	COc1ccc(C2C(CC(=O)O)=C(Nc3ccccc3)C(=O)N2c2ccccc2)cc1 (stereo unspecified)	7.8%	1.5
64	CC(C)(C)c1nnc(N/N=C/c2ccccc2)n(N)c1=O	-8.4%	-3.7
65	O=C(c1cc(-c2ccc(Br)cc2)on1)N1CCCC1	?	/
66	O=C(NCCO)/C(=C\c1ccco1)NC(=O)c1ccco1	-12.1%	-1.1
67	CCc1nnc(NC(=O)c2sc3nc4c(cc3c2N)CCCCC4)s1	?	/
68	CN(CC(=O)Nc1ccccc1Cl)C(=O)COC(=O)c1ccc(C(F)(F)F)cc1	?	/
69	CC(C)CC1NC(=O)c2ccccc2-n2c1nc1ccc(F)cc1c2=O (stereo unspecified)	25.9%	0.6
70	Cn1c(-c2ccc(F)cc2)cnc1SCC(=O)Nc1ccccc1N1CCOCC1	?	/
71	CC1CCCCC1NC(=O)CN1C(=O)COc2ccccc21 (stereo unspecified)	-14.8%	-0.7
72	N#CCCN(C(=O)CSc1nc(-c2ccccc2)cn1N)c1ccc(F)cc1	?	/
73	CCNc1ccc(C(=O)NN=C2CCCC2)cc1[N+](=O)[O-]	?	/
74	COCCn1nnnc1C(C(C)C)N(Cc1ccccc1)Cc1cc2cc(OC)ccc2[nH]c1=O (stereo unspecified)	?	/
75	CCOC(=O)N1CCN(S(=O)(=O)c2ccc(C)cc2)CC1	i	-1.7
76	S=C(NCC1CCCO1)Nc1ccc(Cl)c(Cl)c1 (stereo unspecified)	-1.2%	2.3
77	CC(=O)OCC(=O)Nc1ccccc1C	3.6%	8.8
78	Cc1ccc(Cl)cc1NC(=S)NN	?	/
79	O=C(NCc1ccc(F)cc1)C(c1ccco1)N(C(=O)c1csnn1)c1ccccc1 (stereo unspecified)	i	-20.0
80	CCOC(=O)c1sc(NC(=O)CCN2CCCCCC2)c(C(=O)OCC)c1C	?	/
81	CCO[C@@H]1OC(C(=O)N2CCN(Cc3ccccc3)CC2)=C[C@H](c2csc3ccccc23)[C@H]1CCCO	19.7%	15.6
82	O=S(=O)(c1cnc(Cl)c(Br)c1)N1CCN(c2ncccn2)CC1	-9.0%	-1.1
83	COc1cccc(CN(C)CC2CCCN(CCc3ccccc3C)C2)c1 (stereo unspecified)	10.5%	22.0
84	O=[N+]([O-])c1ccccc1CN1CCN(Cc2ccc3ccccc3c2)CC1	?	/
85	Cc1ccc(C(=O)N/C(=C\c2ccco2)C(=O)NCCCN2CCOCC2)cc1C	?	/
86	COc1ccc(C(C(=O)NC2CCCC2)N(C(=O)c2ccoc2C)c2ccc(C)c(C)c2)cc1 (stereo unspecified)	?	/
87	O=C(CSc1nnc(Cc2ccccc2)o1)Nc1ccc2c(c1)OCO2	?	/
88	Clc1ccc(OCc2nc(-c3ccccn3)no2)c(Br)c1	18.6%	-1.7
89	Cc1c(NC(=O)c2ccco2)cccc1-c1nc2cccnc2s1	i	/
90	CC(Cl)C(=O)c1ccc2c(c1)CCN2C(=O)C1CC1 (stereo unspecified)	4.0%	-1.7

Whole records from above.
O=C(c1cc(-c2ccc(Br)cc2)on1)N1CCCC1 is listed as Lipid storage S3: ?; Lipid storage S3 cell count max: /
CC(Cl)C(=O)c1ccc2c(c1)CCN2C(=O)C1CC1 (stereo unspecified) is listed as Lipid storage S3: 4.0%; Lipid storage S3 cell count max: -1.7

Additional results:
entry	SMILES	Lipid storage S3	Lipid storage S3 cell count max
91	Cc1ccccc1C(=O)Nc1c2c(nn1C(C)(C)C)CS(=O)(=O)C2	?	/
92	CCN(CC)CCOc1ncnc2c1oc1ccccc12	-3.2%	-2.8
93	Cc1nc(C)c(C(=O)Nc2cccc(C)c2C)o1	?	/
94	CN(C)CC#CCC(O)(c1ccccc1)C1CCCCC1 (stereo unspecified)	16.1%	7.0
95	Cc1ccc(C(=O)NNC(=O)CCOc2cccc(C)c2)cc1	?	/
96	C[C@@H](Oc1ccccc1)c1nnn(Cc2ccccc2)c1-c1c([C@@H](C)Oc2ccccc2)nnn1Cc1ccccc1	-16.8%	9.5
97	Cc1ccc(-c2c(C(=O)NNC(=S)NCC3CCCO3)csc2C)cc1 (stereo unspecified)	?	/
98	O=C(Nc1nccs1)NC1CCCCC1	8.2%	-3.0
99	Cc1c(Cl)c([N+](=O)[O-])nn1Cc1ccc(C(=O)Nc2ccc(Cl)cn2)o1	-3.2%	19.5
100	COc1ccc2c(c1)c(CC(=O)Nc1ccc(C)cc1)c(C)n2C(=O)c1ccc(Cl)cc1	?	/
101	O=C(NCc1ccc(F)cc1)C(c1ccccc1)N(CC1CCCO1)C(=O)Cn1nnc2ccccc21 (stereo unspecified)	2.8%	-4.2
102	CN(c1ccc(F)cc1)S(=O)(=O)c1ccc(Cl)c(C(=O)Nc2ccncc2)c1	?	/
103	O=C1CCCCCN1Cc1nnc(SCc2nc3ccccc3s2)n1-c1ccccn1	18.7%	-24.8
104	CCC(COC(=O)Nc1cccc(C)c1C)NC(=O)OCC(C)C (stereo unspecified)	?	/
105	CC(C)c1ccc(NC(=O)CCNS(=O)(=O)c2cccc3nsnc23)cc1	?	/
106	CCc1ccc(N2C(=O)c3cc(N4CCOCC4)c([N+](=O)[O-])cc3C2=O)cc1	?	/
107	O=C(NCCCN1CCCC1=O)c1cccc(S(=O)(=O)N2CCN(c3ccc(F)cc3)CC2)c1	?	/
108	O=C(CN(C(=O)CCC(=O)Nc1ccccn1)c1cccc(F)c1)NCc1ccc(F)cc1	?	/
109	Cc1cc(-c2nnc(SCC(=O)Nc3ccccc3C)n2N)n[nH]1	?	/
110	CC(O)C1C(=O)OC2(C)CC(C)(C)NC(=S)N12 (stereo unspecified)	0.4%	10.0
111	O=S1(=O)CC/C(=N\Nc2ccccc2)c2ccsc21	6.4%	8.1
112	CCc1ccc(-c2nn(-c3ccccc3)cc2C2SCC(=O)N2Cc2ccco2)cc1 (stereo unspecified)	?	/
113	N#Cc1ccc(CN2CCN(c3ccc(S(=O)(=O)N4CCCC4)cn3)CC2)cc1	24.5%	-8.3

The list is partial, so the mix of outcomes need not match the whole.
